CDK5 inh: inhibitors of human CDK5/p35 kinase, primary screen, biochemical, single concentration; Cyclin-dependent kinase 5 (Homo sapiens) + Cyclin-dependent kinase 5 activator 1 (Homo …; Recombinant CDK5/p35, ADP-Glo luminescence, 60 min; inhibition, % at 10 µM; actives 0.01% (n = 330,000);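 active = highest replicate inhibition of at least 50% and at least 75% of replicates reaching 50%; inconclusive = only one of the two criteria met; inactive = both criteria failed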;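 also: plate controls were DMSO neutral control for no effect and GW8510 at 10 µM for full effect; many of its hits are not listed in these tables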
Rtt109 Vps75: inhibitors of C. albicans Rtt109/Vps75 HAT, primary screen, biochemical, ThioGlo CoA-SH fluorescence, plate reader. inhibition, % at 34.9 µM. AID 540336, 2011. Histone acetyltransferase RTT109 (Candida albicans (strain SC5314 / ATCC MYA-2876)), …. actives 0.16% (n = 330,000). purified Rtt109/Vps75, 4 h;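 active = inhibition of at least 50% in every replicate; inconclusive = best replicate reaches 50% inhibition but some replicates fall short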
Target sequence (Q5AAJ8 whole entry, looked up): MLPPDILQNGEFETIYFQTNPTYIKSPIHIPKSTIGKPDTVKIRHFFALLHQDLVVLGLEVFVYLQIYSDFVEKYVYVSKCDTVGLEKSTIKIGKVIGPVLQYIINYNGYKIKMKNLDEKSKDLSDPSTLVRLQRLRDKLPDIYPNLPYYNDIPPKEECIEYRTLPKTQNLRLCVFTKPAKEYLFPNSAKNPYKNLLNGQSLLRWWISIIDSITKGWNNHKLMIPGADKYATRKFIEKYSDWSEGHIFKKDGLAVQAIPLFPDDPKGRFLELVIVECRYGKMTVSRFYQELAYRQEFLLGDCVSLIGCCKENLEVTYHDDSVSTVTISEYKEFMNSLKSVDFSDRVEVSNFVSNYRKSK
SR-BI uptake up: activators of SR-BI mediated DiI-HDL uptake, primary screen, ldlA[mSR-BI] CHO cells, DiI fluorescence. activation, % at 12.5 µM. actives 0.096% (n = 320,000). 3 h; 100 = double the neutral-control signal;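 active = mean replicate activation of at least 60% and every replicate at or above 60%; inconclusive = mean or all-replicate condition met, but not both; inactive = mean below 60% and not all replicates reaching 60%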;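 also: 0% = median plate neutral-control signal and 100% = twice that signal; values of inactives mirror those of a sister screen read the other way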
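Test system: SR-BI-overexpressing, LDLR-lacking CHO cells. Measured by: DiI fluorescence, bottom read. Medium: Ham's F12 with 0.5% BSA, HEPES 25 mM, pH 7.4. Timing: 3 h uptake period with compound, 37 °C.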
Wnt act: Wnt/beta-catenin pathway activators, primary screen, cell-based, plate reader, single point; Wnt/beta-catenin reporter cell assay, activator; actives 1.2% (n = 300,000); activation, % at 9.35 µM; AID 743398, 2014; in the data active = activation above about 30%, passing the limit was not always enough; inconclusive = no clear call, values can overlap the other calls;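 also: 0% = neutral control wells and 100% = positive control wells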
SR-BI DiI inh: inhibitors of SR-BI mediated HDL lipid uptake, primary screen, ldlA[mSR-BI] cells, fluorescence, single point | Scavenger receptor class B member 1 (Mus musculus), Q61009 | ldlA[mSR-BI] CHO cells, DiI-HDL uptake fluorescence, 3 h | inhibition, % at 12.5 µM | actives 0.96% (n = 320,000) | AID 488896, 2010;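 active = mean replicate inhibition of at least 70% and a set share of replicates each scoring 70 or more; inconclusive = meets just one of the two criteria; inactive = fails both criteria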;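 also: 0% = median of neutral control wells and 100% = median of positive control wells; values of inactives mirror those of a sister screen read the other way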
MITF TRPM1 HTS: activators of MITF-driven TRPM1 promoter reporter, primary screen, cell-based, SK-MEL-5, luciferase, single point. AID 588334, 2011. activation, % at 12.5 µM. actives 0.75% (n = 300,000). SK-MEL-5 TRPM1-promoter luciferase, 24 h; % of positive control, neutral wells = 0;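 active = mean activation of at least 80% with every replicate also reaching 80%; inconclusive = mean reaches 80% but some replicate falls short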;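 also: 0% = neutral control wells and 100% = parthenolide positive control wells; values of inactives mirror those of a sister screen read the other way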
cardiac RTF act: cardiac RTF calcium sensitivity activators, primary screen, biochemical, IANBD-TnC fluorescence, EC20 calcium | Troponin I, cardiac muscle (Homo sapiens) + Troponin T, cardiac muscle (Homo sapiens) + … | IANBD-labeled TnC RTF fluorescence at EC20 calcium; 0% EC20 calcium, 100% full calcium | activation, % at 7.2 µM | actives 0.24% (n = 340,000) | AID 493008, 2010;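 active = activation above the mean over all tested compounds plus 3 SD, cut at about 30% in these data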;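 also: rise in fluorescence read as greater calcium sensitivity of cardiac thin filaments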
dFosB activator: activators of delta FosB homodimer, primary screen, biochemical, fluorescence polarization, TAMRA-CDK5 oligo, single point; Protein FosB (Mus musculus), P13346; actives 0.99% (n = 340,000); purified delta FosB; percent of positive-control signal above neutral wells; AID 493131, 2011; activation, % at 25 µM;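 active = mean activation above about 17%, with every replicate also reaching it, limit read from the data, passing the limit was not always enough; inconclusive = only one of the two conditions met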;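 also: fluorescence polarization rise as delta FosB binds a TAMRA Cdk5 AP-1 oligo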
Target sequence (P13346 whole entry, looked up): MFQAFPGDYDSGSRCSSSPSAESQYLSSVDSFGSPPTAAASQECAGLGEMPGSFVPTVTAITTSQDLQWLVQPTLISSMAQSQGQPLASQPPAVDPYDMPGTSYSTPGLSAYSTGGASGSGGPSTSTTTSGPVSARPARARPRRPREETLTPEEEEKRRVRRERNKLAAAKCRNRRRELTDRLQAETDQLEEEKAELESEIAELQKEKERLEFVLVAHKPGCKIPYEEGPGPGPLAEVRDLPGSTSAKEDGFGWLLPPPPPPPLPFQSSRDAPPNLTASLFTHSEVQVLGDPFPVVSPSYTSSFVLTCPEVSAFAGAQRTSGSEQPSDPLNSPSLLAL
HTR5A ag: HTR5A agonists in luminescence cell assay, primary screen, counter-screen for OPRM1-OPRD1 heterodimer agonist project, full-deck HTS | 5-hydroxytryptamine receptor 5A (Homo sapiens), P47898 | cell-based | activation, % at 9.3 µM | actives 0.61% (n = 340,000) | AID 504692, 2011; in the data active = activation mostly above about 9.5%, no sharp cut-off; inactive = mostly below about 7.6%;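 also: 0% = cells with vehicle only and 100% = reference agonist; strong numbers were not always called active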
Target sequence (P47898 whole entry, looked up): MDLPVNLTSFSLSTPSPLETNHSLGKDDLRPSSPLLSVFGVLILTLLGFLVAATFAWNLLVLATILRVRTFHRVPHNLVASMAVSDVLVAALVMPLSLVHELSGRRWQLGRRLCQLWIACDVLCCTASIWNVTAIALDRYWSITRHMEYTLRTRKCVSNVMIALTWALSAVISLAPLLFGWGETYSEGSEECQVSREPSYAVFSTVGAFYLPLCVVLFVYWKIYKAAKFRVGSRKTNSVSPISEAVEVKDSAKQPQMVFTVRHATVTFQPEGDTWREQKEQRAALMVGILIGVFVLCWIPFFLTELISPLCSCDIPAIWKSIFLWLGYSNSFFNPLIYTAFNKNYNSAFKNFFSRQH
PvdQ inh: P. aeruginosa PvdQ acylase inhibitors, primary screen, biochemical, fluorescence, plate reader and imaging, single point. AID 488965, 2010. PvdQ acylase [Pseudomonas aeruginosa LESB58]. inhibition, % at 10 µM. purified PvdQ acylase. actives 0.063% (n = 340,000); in the data active = inhibition above about 30%, passing the limit was not always enough; inconclusive = no clear call, values can overlap the other calls;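 also: 0% = vehicle neutral wells and 100% = reference inhibitor wells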
* marks the source's active call; other numbers are inactive results; ? = inconclusive; · = no result given.

SMILES	CDK5 inh	Rtt109 Vps75	SR-BI uptake up	Wnt act	SR-BI DiI inh	MITF TRPM1 HTS	cardiac RTF act	dFosB activator	HTR5A ag	PvdQ inh
O=C(Nc1nonc1-c1ccc(Cl)cc1)c1ccco1	-1.6	-1.3	·	-1.6	34.7	-1.8	1.3	-5.3	-3.6	-12.7
C(=N\N=C\c1ccccc1)/c1ccccc1	-0.6	8.8	14.8	-1.1	-14.8	43.9	1.2	-2.7	0.1	-1.3
COC(=O)/C(N=Nc1c(C)n(C)n(-c2ccccc2)c1=O)=C(\C)O	1.8	·	4.7	23.7	-4.7	-39.4	-5.2	-4.4	1.9	2.0
COC(=O)C1C(O)=CC(=O)CC1C (stereo unspecified)	0.8	2.5	14.0	-2.5	-14.0	-4.7	6.5	-0.5	1.2	2.9
CCOC(=O)NC1(Nc2ccc(C)cc2)Oc2ccccc2O1	-1.3	11.2	·	1.0	·	17.2	-3.7	-1.1	-4.5	-8.1
O=C(CSc1nnnn1CCCO)Nc1ccc2c(c1)OCO2	-0.5	1.4	36.0	-0.4	-36.0	-1.3	-1.2	-8.8	6.0	-4.8
Cc1ccc2nc(-c3ccccc3)cn2c1	31.4	-3.5	-9.3	·	9.3	-87.0	2.8	8.3	-2.5	-4.7
CC1CCN(C(=O)c2ccc(Br)c(S(=O)(=O)N3CCOCC3)c2)CC1	-3.0	-3.5	11.2	-0.7	-11.2	-7.4	0.7	-1.2	-3.3	-11.8
O=C(Oc1c(-c2ccccc2)oc2ccccc2c1=O)c1ccccc1	0.7	12.2	-2.8	·	2.8	30.1	-3.6	-3.1	-5.0	5.5
Cc1cccc(C)c1NC(=O)c1ccc(-n2cncn2)nc1	0.0	7.0	2.3	·	-2.3	-23.3	-1.8	0.7	1.4	5.4
CCCC(=O)Nc1nnc(C2CCCO2)s1 (stereo unspecified)	0.2	-2.3	-5.7	2.2	5.7	3.6	7.0	-1.9	-2.5	-1.5
COc1ccccc1/C=C/C(=C1/C(=O)N(c2ccccc2)N=C1C)c1ccc(C)cc1	-0.5	4.8	-54.4	-1.5	54.4	-2.3	10.3	-7.6	0.6	-22.0
Cn1cccc1/C=N/N1CCN(Cc2ccccc2Cl)CC1	0.4	-4.5	-4.4	-2.1	4.4	·	-4.0	-7.0	-0.9	-10.6
Cc1ccccc1OCC(=O)NNC(=O)CN1C(=O)c2ccccc2C1=O	-0.4	-4.4	31.6	·	-31.6	-2.2	-4.6	7.4	5.7	-5.0
Cc1ccc(S(=O)(=O)N2CCN(C(=O)[C@H](Cc3ccccc3)NC(=O)c3ccco3)CC2)cc1C	-1.1	-5.6	14.2	2.1	-14.2	6.0	-0.4	-7.8	-10.0	-5.1
CN(Cc1ccccc1)C(=O)c1ccc(NC(=O)Cc2cccc(NC(=O)C3CCN(C(=O)C4CCC4)CC3)c2)cc1	-3.0	0.1	-32.8	-3.5	32.8	-10.4	5.5	6.1	-8.0	-9.9
COc1ccccc1N(CC(=O)Nc1c(C)n(C)n(-c2ccccc2)c1=O)S(=O)(=O)c1ccc(C)cc1	-1.4	17.5	8.6	1.7	-8.6	-5.0	0.1	-9.7	4.3	0.0
CC(C)(CC(=O)O)Cc1nc(-c2ccc(Cl)cc2)no1	-5.4	1.2	2.1	-3.4	-2.1	21.4	-3.3	-3.6	5.3	-14.9
CC(Oc1cccc(F)c1)C(=O)Nc1ccc(N2CCOCC2)cc1 (stereo unspecified)	0.0	-3.6	-13.6	-1.7	13.6	10.8	-1.1	1.4	17.2*	-5.1
O=C(O)CCNS(=O)(=O)c1ccc(Oc2ccccc2Cl)cc1	1.2	7.7	7.6	-0.7	-7.6	11.9	0.3	1.4	4.3	8.2
COC(=O)c1ccc(Oc2nc(C)cc(Oc3ccccc3)n2)cc1	2.5	8.0	-0.1	0.9	0.1	-7.9	0.7	1.4	5.3	-2.9
C=CCNC(=O)CSc1nnc(-c2cccs2)o1	2.8	10.5	40.3	·	-40.3	6.0	-0.6	4.2	-0.4	-2.9
CCNC(=O)N1C(=O)C2(OCCO2)c2cc(Br)ccc21	-1.3	2.3	-7.4	2.2	7.4	·	6.9	-8.8	-0.4	-6.4
COc1ccc(C(=O)NC2=NCCS2)c(OC)c1	1.6	-10.9	-36.0	3.4	36.0	33.9	1.3	-6.9	4.7	-16.5
COCCN(C(=O)c1oc2ccccc2c1COC)c1c(N)n(CC(C)C)c(=O)[nH]c1=O	2.0	7.4	10.8	-4.3	-10.8	1.7	1.4	0.7	3.7	4.6
CCc1cc(=O)oc2cc(C)cc(OCC(=O)NCCN3CCOCC3)c12	1.8	-19.4	3.4	-0.7	-3.4	-7.0	-6.2	-5.3	0.1	1.7
CC1=CC(C)C(/C=N/n2cnnc2)C(C)C1 (stereo unspecified)	-3.9	-0.1	4.4	·	-4.4	2.7	8.2	-0.9	7.7	-2.6
C=CC[C@H](CC(=O)N(CCO)Cc1ccccc1)C(=O)N[C@H](COC(=O)[C@@H](CC=C)Cc1ccc(F)cc1)Cc1ccccc1	0.0	4.0	-6.9	-7.1	6.9	2.1	-4.5	-10.9	-6.3	-15.0
COc1cc(NC(=O)CNc2cccc(S(=O)(=O)N3CCCC3)c2)cc(OC)c1	2.2	1.4	-19.4	-1.6	19.4	-0.4	2.6	-10.7	4.5	-13.7
Cc1cc(C)cc(NC(=O)CN2CCN(CCN=CC3=C(O)CC(c4ccc(Cl)cc4)CC3=O)CC2)c1 (stereo unspecified)	1.4	-4.1	-17.2	0.4	17.2	4.6	0.0	-7.9	3.7	-14.3

Overlap with the part before: 3 entries, then new ones.
SMILES	CDK5 inh	Rtt109 Vps75	SR-BI uptake up	Wnt act	SR-BI DiI inh	MITF TRPM1 HTS	cardiac RTF act	dFosB activator	HTR5A ag	PvdQ inh
C=CC[C@H](CC(=O)N(CCO)Cc1ccccc1)C(=O)N[C@H](COC(=O)[C@@H](CC=C)Cc1ccc(F)cc1)Cc1ccccc1	0.0	4.0	-6.9	-7.1	6.9	2.1	-4.5	-10.9	-6.3	-15.0
COc1cc(NC(=O)CNc2cccc(S(=O)(=O)N3CCCC3)c2)cc(OC)c1	2.2	1.4	-19.4	-1.6	19.4	-0.4	2.6	-10.7	4.5	-13.7
Cc1cc(C)cc(NC(=O)CN2CCN(CCN=CC3=C(O)CC(c4ccc(Cl)cc4)CC3=O)CC2)c1 (stereo unspecified)	1.4	-4.1	-17.2	0.4	17.2	4.6	0.0	-7.9	3.7	-14.3
COc1ccccc1C=NN=C1c2ccccc2-c2ccccc21	0.9	4.7	-41.5	-6.6	41.5	6.2	-3.5	-5.9	-1.2	-8.5
Nc1cccc(C(=O)NCCNC(=O)c2cccc(N)c2)c1	-1.8	3.0	8.9	2.8	-8.9	7.5	2.7	-4.8	0.0	-15.7
CC12CCC(C(=O)NNC(=O)c3ccc(F)cc3)(OC1=O)C2(C)C (stereo unspecified)	-0.7	-9.8	5.5	-1.7	-5.5	-1.8	1.9	0.1	4.8	-14.9
CC(NC(=O)c1ccccc1)C(=O)OCC(=O)c1c(N)n(C)c(=O)n(C)c1=O (stereo unspecified)	-3.4	-7.6	9.5	0.8	-9.5	-1.1	1.0	-1.1	-2.2	-9.6
Nc1cc(=O)[nH]c(=O)n1Cc1ccco1	0.4	1.9	28.6	3.3	-28.6	-2.1	-10.3	-1.9	1.8	4.7
CC(CN1CCOCC1)OC(=O)Cc1ccc(Cl)cc1 (stereo unspecified)	0.7	-1.9	22.3	-1.0	-22.3	4.0	13.9	-10.8	-3.4	-4.8
O=C(CNC(=O)OCc1ccccc1)NC1CCCCCCC1	-0.2	1.2	-21.7	-3.7	21.7	0.6	12.6	-9.3	2.3	-4.3
COc1ccc(NC(=O)CN(C)C(=O)c2cccc(S(=O)(=O)Nc3ccc(OC)cc3)c2)cc1	-0.2	-0.5	-7.0	-2.7	7.0	-8.2	-4.3	-2.9	-6.5	1.0
COc1ccc(S(=O)(=O)N2CCC(C(=O)NCc3ccco3)CC2)cc1	-1.1	1.3	7.9	-4.2	-7.9	·	1.0	-5.2	5.0	-16.5
COC(=O)CSc1nnc(SCc2ccc(OC)cc2)s1	-1.3	2.0	41.8	·	-41.8	-9.7	0.8	4.4	-0.9	-9.2
Cc1ccc(OCc2cc(C(=O)NCc3cn4ccccc4n3)no2)cc1C	1.1	0.1	8.5	3.8	-8.5	5.5	-1.8	-10.5	0.6	1.3
COc1cc(C(=O)Oc2ccc3ccc(O)cc3c2)cc(OC)c1OC	0.1	5.6	-39.7	0.2	39.7	0.8	1.1	-10.0	-1.4	-19.4
COc1cccc(CN2CCNC(=O)C2CC(=O)O)c1OC (stereo unspecified)	0.2	4.1	27.3	-1.2	-26.6	·	-3.1	-5.0	8.2	0.6
O=[N+]([O-])c1ccc2c(c1)nc1n2CCN(c2ccccc2)C1	-0.1	6.1	·	8.7	·	48.6	0.7	-6.6	·	-11.7
CCOC(=O)C1(Cc2cccc(OC)c2)CCN(CC=C(C)C)CC1	-2.8	-7.1	·	1.2	·	-9.1	0.2	0.1	1.1	-17.2
CCN=c1scc(-c2ccco2)n1/N=C/c1ccc(OC)c(O)c1	1.5	-1.6	-46.0	39.8*	46.0	71.7	-5.7	-9.8	-2.3	1.3
Cc1c(Nc2nc3ccccc3nc2N2CCN(c3ccccc3)CC2)c(=O)n(-c2ccccc2)n1C	-0.8	-3.0	-71.9	·	?	·	-1.1	-10.3	-2.6	-7.4
CCC1(c2ccc(F)cc2)NC(=O)NC1=O (stereo unspecified)	0.0	-12.2	26.3	-1.1	-26.3	-5.3	1.8	4.5	0.4	-4.4
O=C1C(SC(F)(F)C(F)F)=C(C(F)(F)F)OC2C3C=CC(C3)C12 (stereo unspecified)	1.5	-2.5	1.8	·	-1.8	7.0	2.2	-6.8	1.9	-3.4
CC1(C)Cc2c(sc3nc(C4CCCCC4)n(N)c(=O)c23)CO1	0.0	3.7	-5.2	9.2	5.2	·	2.5	-5.6	-2.3	-8.7
CSc1nc2c(c(=O)[nH]1)CCCC2	-0.5	-6.4	16.8	·	-16.8	2.8	-3.1	3.7	-0.8	-11.5
